# EPAC1 agonist = qHTS for Agonist of cAMP-regulated guanine nucleotide exchange factor 3 (EPAC1): primary screen | Rap guanine nucleotide exchange factor 3 (Homo sapiens), O95398 | 0.073% of 360,000 active | EPAC1 agonist qHTS, biochemical assay; response scale: 100% = response to 6.5 mM cAMP | Potency, µM (doses to about 154 µM), for inactives: at the highest dose activation, usual class: activators; note: potency is the fitted concentration of half-maximal effect; nearly all actives have a fitted effect of over 60% in size
#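 Normalized to 6.5 mM cAMP, activity reflects EPAC1-catalysed release of BODIPY-GDP from Rap1B, followed kinetically over 30 min at 480 nm excitation, 540 nm emission. Reaction contained 100 nM EPAC1, 250 nM Rap1B-BODIPY-GDP, 50 uM GDP.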
# Abeta yeast res = qHTS for compounds that reverse cellular toxicity of Amyloid beta (A-beta) peptide in yeast: Primary Screen | yeast expressing A-beta42, growth rescue, OD600, 48 h; response scale: 0% DMSO, 100% iron-clioquinol control | Potency, µM (doses to about 46.1 µM), for inactives: at the top dose growth rescue, usual class: activators | 0.063% of 410,000 active | AID 1347071, 2019; note: potency is the fitted concentration of half-maximal effect; nearly all actives have a fitted effect of over 55% in size
#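 Yeast A-beta toxicity model in growth medium with pinned compounds, 48 h at 30 C; growth read as absorbance at 600 nm. Normalized to FeCl3/clioquinol equimolar mix (positive) and DMSO (negative).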
# PLK1 PBD inh = qHTS for Inhibitors of PLK1-PDB (polo-like kinase 1 - polo-box domain): Primary Screen; Serine/threonine-protein kinase PLK1 (Homo sapiens), P53350; Plk1 PBD binding of FITC phosphopeptide, fluorescence polarization; Potency, µM, for the others: max response, negative = inhibition, usual class: inhibitors; 2.8% of 360,000 active; AID 720504, 2013; note: potency is the fitted concentration of half-maximal effect; series mostly up to about 57 µM; % is set by controls: 0 for no effect and ±100 for the full control effect; nearly all actives have a fitted effect of over 65% in size
# Target sequence (P53350 whole entry, looked up, the tested form may be a part): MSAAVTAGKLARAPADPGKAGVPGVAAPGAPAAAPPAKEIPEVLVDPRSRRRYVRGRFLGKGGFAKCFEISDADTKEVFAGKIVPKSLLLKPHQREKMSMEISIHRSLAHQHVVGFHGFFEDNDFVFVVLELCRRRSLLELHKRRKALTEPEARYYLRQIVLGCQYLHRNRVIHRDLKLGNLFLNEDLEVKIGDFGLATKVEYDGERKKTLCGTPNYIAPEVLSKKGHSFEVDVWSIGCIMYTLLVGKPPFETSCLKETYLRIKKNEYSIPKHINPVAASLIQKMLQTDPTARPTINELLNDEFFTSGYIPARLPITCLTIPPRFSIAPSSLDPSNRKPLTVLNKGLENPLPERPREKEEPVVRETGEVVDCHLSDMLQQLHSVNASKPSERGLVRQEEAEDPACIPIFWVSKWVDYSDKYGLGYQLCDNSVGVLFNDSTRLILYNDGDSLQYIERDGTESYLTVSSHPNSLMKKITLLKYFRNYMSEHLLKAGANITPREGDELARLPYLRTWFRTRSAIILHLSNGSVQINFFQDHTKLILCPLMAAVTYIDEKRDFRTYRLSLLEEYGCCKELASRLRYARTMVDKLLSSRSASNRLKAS
# WRN helicase inh = qHTS for Inhibitors of WRN Helicase. WRN helicase unwinding, fluorescent forked duplex, kinetic. Potency, µM (doses to about 114 µM), for the others: top-dose activity change, negative = inhibition, usual class: inhibitors. 0.46% of 360,000 active; note: potency is the fitted concentration of half-maximal effect; % is set by controls: 0 for no effect and ±100 for the full control effect; nearly all actives have a fitted effect of over 55% in size
#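 WRN at 20 nM final preincubated with compound 15 min at room temperature; reaction started with 100 nM fluorophore/quencher forked duplex oligonucleotide and 2 mM ATP final. Unwinding followed kinetically by red fluorescence (ex 525, em 598 nm).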
# EPAC1 antag = qHTS for Antagonist of cAMP-regulated guanine nucleotide exchange factor 3 (EPAC1): primary screen | 0.14% of 360,000 active | Potency, µM (doses to about 115 µM), for the others: at the highest dose activity change, negative = inhibition, actives largely listed as inhibitors | EPAC1 GEF assay, Rap1b-BODIPY-GDP exchange fluorescence | Rap guanine nucleotide exchange factor 3 (Homo sapiens), O95398 | AID 720709, 2013;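 note: potency is the fitted concentration of half-maximal effect; plate controls were vehicle for no effect and positive control for full effect; nearly all actives have a fitted effect of over 50% in size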
# FUS yeast rescue = qHTS for Suppressors of FUS Proteinopathy: Primary screen using FUS-linked yeast assay; S. cerevisiae FUS-expressing, growth rescue, OD600, 24 h; Potency, µM (doses to about 76.6 µM), without a hit: at the top dose growth rescue (activation), hits mostly activators; 0.24% of 390,000 active;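 note: potency is the fitted concentration of half-maximal effect; plate controls were DMSO vehicle for no effect and reference control for full effect; nearly all actives have a fitted effect of over 55% in size; some results filed as inactive show a strong effect at the top dose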
#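 FUS-expressing yeast, raffinose-pregrown, induced in 2% galactose minimal medium at OD 0.005; compounds in a dilution series, 24hr at 30C. Growth restoration read as absorbance at 600 nm. CP55940 positive control, DMSO negative.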
# IL2 activator = qHTS of IL-2 Activators; IL-2 activation reporter assay, cell-based qHTS; stimulated with anti-CD3/CD4/CD28 beads; in transgenic mouse T cells; activation, % (series mostly up to about 46 µM); 0.065% of 360,000 active; AID 652025, 2013; in the data active = activation above about 50%; inconclusive = mostly about 30% to 49%; note: 0% is about no effect
#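 Quantitative HTS in unstimulated transgenic mouse T cells, with memory T cells as non-tolerant control and PMA/ionomycin as tolerance-bypass control. Compound pretreatment lasted 60 minutes before 18 h bead stimulation; EGFP/DsRed fluorescence read.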
# PI5P4Ka inh = qHTS for Inhibitors of phosphatidylinositol 5-phosphate 4-kinase (PI5P4K) | PI5P4Kalpha enzyme, ADP-Glo luminescence, 60 min; stronger effect = lower value | max response, % | Phosphatidylinositol 5-phosphate 4-kinase type-2 alpha (Homo sapiens), P48426 | 1.2% of 330,000 active; active = max response of -50% or lower; inconclusive = between -30% and -50%; inactive = -30% or higher; note: value at the top dose of about 77 µM; % is set by controls: 0 for no effect and ±100 for the full control effect
# Target sequence (P48426 whole entry, looked up): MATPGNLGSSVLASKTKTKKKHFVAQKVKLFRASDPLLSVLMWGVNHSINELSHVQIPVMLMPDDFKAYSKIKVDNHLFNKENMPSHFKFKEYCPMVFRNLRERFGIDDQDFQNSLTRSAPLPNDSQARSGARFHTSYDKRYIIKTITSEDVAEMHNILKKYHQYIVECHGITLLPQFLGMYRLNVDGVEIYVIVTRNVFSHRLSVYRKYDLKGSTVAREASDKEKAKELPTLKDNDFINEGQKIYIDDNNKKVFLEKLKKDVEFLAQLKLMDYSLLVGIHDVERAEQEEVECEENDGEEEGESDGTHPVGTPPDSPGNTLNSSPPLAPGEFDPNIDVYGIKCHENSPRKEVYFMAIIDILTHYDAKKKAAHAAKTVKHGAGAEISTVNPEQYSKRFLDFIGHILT
#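 Single end-point luminescence (ADP-Glo) quantified ADP from PI5P4Kalpha turnover; ATP 5 microM final, 1 h at RT, 0.1% CHAPS and 0.28 mM EGTA in HEPES pH 7.4.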
# An asterisk follows results filed as active; ? = inconclusive; nt = no result given; [ ] = remark or other dose. Unless noted, calls come from the whole dose curve; as a rule, active = well fitted curve in the direction sought with a large enough effect; inconclusive = small, poorly fitted or top-dose-only effect, or another doubt; inactive = no such curve, though single readings can be large; an effect the other way counts as inactive or inconclusive.
SMILES,EPAC1 agonist,Abeta yeast res,PLK1 PBD inh,WRN helicase inh,EPAC1 antag,FUS yeast rescue,IL2 activator,PI5P4Ka inh
CCOC(=O)C(NC(=O)c1ccc(OC)cc1)(OCC1(CC)COC1)C(F)(F)F (stereo unspecified),-2%,-8%,-6%,-6%,8%,14%,2.6,16
COC(=O)c1cc(-c2ccc(OC)c(OC)c2)n[nH]1,-9%,21%,-6%,-9%,9%,0%,0.5,-8
CCOC(=O)Cc1c[nH]c2ccc([N+](=O)[O-])cc12,7%,9%,-4%,-8%,-27%,1%,-0.3,1
C[C@@H]1NC(=O)c2cc([N+](=O)[O-])cc(F)c2NCCC[C@@H](C(N)=O)NC(=O)[C@H](CC(N)=O)NC1=O,7%,1%,-3%,0%,-4%,-10%,0.3,8
O=C(NCc1cccc(F)c1)C1CCC(=O)N(C2CCCC2)C1 (stereo unspecified),6%,-18%,-6%,-1%,7%,-1%,-1.4,-1
CCSc1nnc(NC(=O)CSc2nnc(-c3c[nH]c4ccccc34)n2C)s1,-2%,7%,-7%,-8%,15%,-16%,0.6,-3
CC(C)c1cc(C(=O)NC2CCCCCC2)c2ccccc2n1,12%,-13%,-18%,8%,-11%,-18%,-2.0,1
O=C(O)c1cccc(S(=O)(=O)N(Cc2ccccc2)c2ccccc2Cl)c1,1%,11%,-1%,4%,4%,1%,-1.0,-6
CCOC(=O)c1ccc(N2CN(CC)CNC2=S)cc1,1%,-15%,-17%,-2%,-19%,19%,2.4,-10
CCOc1ccc(-c2cc(C(=O)NCCCN3CCCC3)c3ccccc3n2)cc1,3%,-2%,-19%,6%,-15%,1%,-4.7,1
COc1ccc(-c2nnc(SCC(=O)NC3CC3)o2)c(OC)c1,3%,-5%,-12%,3%,-18%,8%,-4.8,-7
COc1ccc(N2CCN(C(=O)COC(=O)CCOc3ccc(C(C)(C)C)cc3)CC2)cc1,3%,-1%,0%,6%,13%,-21%,-0.7,11
COc1cccc(NS(=O)(=O)c2ccc3c(c2)CCCN3C(C)=O)c1,9%,-9%,-12%,-5%,24%,5%,-1.4,nt
CC(O)Cc1cn(CC(=O)N2CCN(C(=O)OC(C)(C)C)CC2)nn1 (stereo unspecified),9%,9%,-11%,7%,-19%,-23%,0.6,-1
O=C(Nc1nnc(-c2cccs2)o1)c1ccc(S(=O)(=O)N2CCOCC2)cc1,6%,5%,2%,-13%,5%,14%,6.4,2
CCCc1cc(=O)[nH]c2nnc(SCC(=O)Nc3ccc4c(c3)OCCO4)n12,-3%,-21%,-6%,-26%,10%,1%,0.9,-1
CCOC(NC(=O)c1ccccc1)C(NC(=O)c1ccccc1)OCC (stereo unspecified),0%,-5%,-6%,3%,0%,12%,0.2,nt
O=C(COc1ccc(Cl)cc1)NCCCNC(=O)c1ccccn1,1%,-8%,-7%,5%,14%,10%,0.2,-3
COc1ccc(NC(=O)C(c2ccc(C#N)cc2)n2c(=O)c(-c3ccco3)nc3ccccc32)cc1 (stereo unspecified),1%,-10%,-8%,-1%,-18%,?,2.6,-26
O=C(CN1C(=O)c2ccccc2C1=O)Nc1nnc(C2CCCO2)s1 (stereo unspecified),3%,-8%,-11%,-13%,-17%,26%,0.4,nt
CC(=O)c1c(C)n(-c2ccccc2Br)c2ccc(O)cc12,-9%,-11%,1%,-4%,9%,-5%,-0.9,-23
CCOc1cc(-n2cnnn2)c(OCC)cc1NC(=O)c1cnccn1,4%,-12%,-2%,3%,-1%,-1%,-1.7,nt
Cn1ccc2c(-c3cncc4ccccc34)cc3c(c21)C1CCC3C1 (stereo unspecified),16%,-6%,-6%,-34%,-14%,22%,0.0,-1
Cc1ccc(OCCC(=O)NNC(=O)c2ccncc2)cc1,0%,10%,-3%,5%,14%,-20%,-2.5,-3

# 3 entries from above, reformatted.
# Each structure is followed by: EPAC1 agonist, Abeta yeast res, PLK1 PBD inh, WRN helicase inh, EPAC1 antag, FUS yeast rescue, IL2 activator, PI5P4Ka inh
> O=C(COc1ccc(Cl)cc1)NCCCNC(=O)c1ccccn1
→ 1%, -8%, -7%, 5%, 14%, 10%, 0.2, -3
> O=C(Nc1nnc(-c2cccs2)o1)c1ccc(S(=O)(=O)N2CCOCC2)cc1
→ 6%, 5%, 2%, -13%, 5%, 14%, 6.4, 2
> CC(O)Cc1cn(CC(=O)N2CCN(C(=O)OC(C)(C)C)CC2)nn1 (stereo unspecified)
→ 9%, 9%, -11%, 7%, -19%, -23%, 0.6, -1

# The results go on:
SMILES,EPAC1 agonist,Abeta yeast res,PLK1 PBD inh,WRN helicase inh,EPAC1 antag,FUS yeast rescue,IL2 activator,PI5P4Ka inh
O=C(CC1Nc2ccccc2NC1=O)Nc1ccc2c(c1)OCO2 (stereo unspecified),3%,-13%,?,-4%,10%,39%,-0.8,-7
O=C(Nc1nnc(Cc2ccc(Cl)cc2)s1)c1cccs1,14%,-8%,-7%,2%,-18%,3%,-0.8,2
Cc1cc(=O)[nH]c(-c2cccnc2)n1,2%,-6%,?,9%[57.1 µM],-4%,-20%,1.2,-1
C1=C(c2ccccc2)CCN(c2nc3ccccc3n3cnnc23)C1,-16%,-5%,-24%,-9%,-6%,38%,-3.0,-21
CC(C)(C)C1COc2ccccc2N1C(=O)c1ccccc1Cl (stereo unspecified),-1%,-25%,6%,-2%,1%,-17%,-4.9,5
O=C(CN1CCN(c2ccc([N+](=O)[O-])cc2Cl)CC1)N1CCOCC1,-1%,4%,-2%,0%,-10%,9%,-0.5,-1
CCCCNC(=O)CSc1nc2ccsc2c(=O)n1CCCC(=O)NCCc1ccc(S(N)(=O)=O)cc1,-1%,11%,-2%,0%,-5%,38%,-2.0,0
CC(=O)Nc1cncc(-c2ccc(CN(C)C)cc2)n1,13%,-8%,1%,4%[57.1 µM],-8%,-21%,1.8,7
CCOc1cccc(-c2nnc3sc(-c4cccs4)nn23)c1,1%,-8%,-7%,1%,1%,-5%,-2.9,-5
COc1ccc(CC(NC(C)=O)C(=O)NC2CCN(c3ncccc3[N+](=O)[O-])CC2)cc1 (stereo unspecified),6%,1%,-14%,10%,-4%,-13%,-0.4,-2
COc1ccc(N(C(=O)CNC(=O)c2cccs2)C(C(=O)NCC2CCCO2)c2ccccc2)cc1 (stereo unspecified),4%,10%,-3%,3%,14%,13%,1.2,-2
Cc1ccc(NC(=S)NC(=O)C2CCCC2)c(Br)c1,7%,?,-16%,-8%,-2%,7%,0.2,10
O=C(NCC1CCCCC1)c1cccnc1,9%,1%,0%,8%,-1%,17%,1.0,5
Cc1ccc(N/C=C/c2onc(C)c2[N+](=O)[O-])cc1,-2%,-8%,1%,4%,3%,-11%,-0.4,-9
O=C(Nc1cccc(Cl)c1)C1C2C=CC3(O2)C1C(=O)N(CCCN1CCCCC1)C3C(=O)NC1CCCCC1 (stereo unspecified),3%,12%,-5%,9%,10%,4%,-0.4,-3
O=C(Cn1nnc2ccccc2c1=O)N[C@@H](Cc1c[nH]c2ccccc12)C(=O)O,0%,-2%,-1%,-3%,-5%,-7%,-0.1,-4
COc1ccc(CN(CC(=O)NCc2ccccc2)C(=O)c2csnn2)cc1,-3%,-1%,-14%,-1%,-15%,-29%,1.4,-1
O=C(CSc1nc2ccccc2c(=O)n1Cc1ccccc1)NCc1ccco1,-12%,1%,-8%,3%,9%,12%,-1.6,nt
O=C(NCc1nnc(SCC(=O)N2CCCc3ccccc32)n1-c1ccccc1)c1cccc2ccccc12,5%,16%,-21%,-11%,-6%,?,0.9,-2
C=CCn1c(=NC(=O)c2cccc(N3C(=O)CCC3=O)c2)sc2cccc(OC)c21,0%,7%,6%,-7%,?,0%,-6.4,-16
Cc1ccc(/C=N\NC(=O)c2ccc3c(c2)OCO3)o1,4%,15%,-9%,0%,-23%,6%,2.6,-1
Cc1nc(-c2coc3cc(OCC(=O)O)ccc3c2=O)cs1,4%,-12%,-4%,-13%,7%,13%,-2.2,nt
O=C(Nc1ccccc1)N1CCC(O)(c2cccc(C(F)(F)F)c2)CC1,-12%,17%,5%,6%,6%,23%,-4.9,2
CC1(C)COC(c2ccc(F)c([N+](=O)[O-])c2)=N1,2%,8%,-15%,-3%,2%,nt,-4.8,-3
CCOc1ccc(CCNC(=O)c2cccc(N3CCCC3=O)c2)cc1OCC,2%,8%,-3%,4%,5%,4%,-3.5,0
Cc1ccc(-n2ncc3c(SCc4ccccc4)ncnc32)cc1,9%,-4%,-16%,-23%,-5%,-6%,-0.2,20
CC(C)CCN1CCC(CN2C(=S)NC[C@@H]2Cc2ccccc2)CC1,22%,13%,-10%,-6%,-4%,-8%,-0.1,-6
CN1CCC(N(C)S(=O)(=O)c2ccc(NC(=O)Cc3ccc(F)cc3)cc2)CC1,7%,7%,-1%,9%,4%,-9%,1.7,-1
O=C(NNS(=O)(=O)c1ccc(Cl)cc1)NC1CCCCC1,0%,8%,-2%,-21%[57.1 µM],3%,4%,-2.0,4
CC(C)[C@H](NC(=O)NCc1cccs1)C(=O)O,-3%,-10%,-5%,-8%,-11%,8%,-0.3,0
COc1ccc2c(c1)[C@]1(C[C@H](O)CO1)C(=O)N2C,-4%,-8%,0%,4%,14%,-12%,0.4,8
CCCc1nc2nc(C)c(NS(=O)(=O)c3ccc(Cl)cc3)c(=O)n2[nH]1,8%,4%,-9%,4%[57.1 µM],-15%,-1%,0.6,-3
CCn1c(SCC(=O)Nc2nc(-c3ccccc3)cs2)nc2c1c(=O)n(C)c(=O)n2C,-5%,23%,4%,-3%,-7%,nt,-0.4,-1
COc1ccc(C(=O)C[n+]2ccc3c(c2)nc(-c2cc(OC)c(OC)cc2OC)n3C)cc1,6%,6%,-6%,11%,-4%,nt,1.9,-2
Cc1ccc(NS(=O)(=O)c2ccccc2)c([N+](=O)[O-])c1,3%,1%,-6%,0%,-2%,0%,0.5,-2
CCc1nc2c(OCC(=O)c3ccc(F)cc3)cccn2c1N(C)C(=O)c1ccc(OC)cc1,-5%,-20%,-13%,-1%,-5%,0%,-0.1,0

# Source: PubChem BioAssay
